FBW7 act = FBW7 E3 ligase activators, primary screen, biochemical, AlphaScreen, human; F-box/WD repeat-containing protein 7 (Homo sapiens), Q969H0; AlphaScreen FBW7–phospho-cyclin E peptide binding, activator screen; normalized activity (activation), % at 26.1 µM; 650,000 tested, 0.13% active; AID 1259310, 2017; in the data active = normalized activity above about 1.9%;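 note: purified mutant Fbw7 with reduced substrate affinity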
Target sequence (Q969H0 whole entry, looked up): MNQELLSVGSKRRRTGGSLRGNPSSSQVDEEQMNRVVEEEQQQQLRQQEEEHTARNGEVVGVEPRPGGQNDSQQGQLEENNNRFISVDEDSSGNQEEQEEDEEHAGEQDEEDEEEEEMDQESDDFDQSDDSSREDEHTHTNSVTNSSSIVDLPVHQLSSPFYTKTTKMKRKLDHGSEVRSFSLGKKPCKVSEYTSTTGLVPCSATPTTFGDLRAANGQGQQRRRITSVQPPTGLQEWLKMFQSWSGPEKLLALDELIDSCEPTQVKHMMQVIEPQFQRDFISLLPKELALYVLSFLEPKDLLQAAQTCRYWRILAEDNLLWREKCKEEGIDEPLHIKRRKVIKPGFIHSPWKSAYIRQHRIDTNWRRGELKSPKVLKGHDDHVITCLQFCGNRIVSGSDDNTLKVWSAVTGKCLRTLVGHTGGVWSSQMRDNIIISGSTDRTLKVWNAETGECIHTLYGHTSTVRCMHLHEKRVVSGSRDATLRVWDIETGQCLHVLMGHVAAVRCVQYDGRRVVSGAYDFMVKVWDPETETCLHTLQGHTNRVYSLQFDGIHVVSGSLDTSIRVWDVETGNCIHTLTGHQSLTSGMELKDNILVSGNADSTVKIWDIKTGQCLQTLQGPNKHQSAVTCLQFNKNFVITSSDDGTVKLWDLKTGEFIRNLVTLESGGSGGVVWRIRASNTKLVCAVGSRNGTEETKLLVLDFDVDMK
GPR151 ag = activators of human GPR151, primary screen, cell-based, PathHunter beta-arrestin, luminescence | G-protein coupled receptor 151 (Homo sapiens), Q8TDV0 | PathHunter beta-arrestin GPR151 cells | activation, % at 11.2 µM | 650,000 tested, 1% active | AID 1508602, 2020; in the data active = activation above about 4.9%;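 note: 0% = median of compound wells and 100% = cells with positive control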
MITF primary = MITF inhibitors, primary screen, biochemical, AlphaScreen, human; 650,000 tested, 0.91% active; AlphaScreen MITF homodimerization, bead proximity signal; AID 1259374, 2018; Microphthalmia-associated transcription factor (Homo sapiens), O75030; inhibition, % at 2.6 µM; in the data active = inhibition above about 50%;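 note: 0% = vehicle wells with protein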
TEAD-YAP block = TEAD-YAP interaction inhibition, primary screen, TEAD-YAP interaction inhibitor project, luminescence, HEK-TIYL cells | TEAD-Gal4/YAP UAS-luciferase luminescence | inhibition, % at 9.12 µM | 640,000 tested, 1.4% active; in the data active = inhibition above about 32%;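 note: 0% = median of test compound wells and 100% = reference inhibitor wells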
Starred values were filed as active, the others as inactive.

The opening 6 entries, ahead of the listing:
For CCOc1ccc(C(c2nnnn2C2CCCCC2)N2CCN(C)CC2)cc1 (stereo unspecified) the results were FBW7 act -0.2, GPR151 ag -0.5, MITF primary -5 and TEAD-YAP block -1.
N#C/C(=C/c1ccc2c(c1)OCO2)c1cccc([N+](=O)[O-])c1 was read as FBW7 act 0.0, GPR151 ag 2.7, MITF primary 48 and TEAD-YAP block 2.
CC1(C)CC2C1CCC1(C)OC2(C)CCC1O (stereo unspecified) was read as FBW7 act -0.2, GPR151 ag -0.9, MITF primary -4 and TEAD-YAP block -6.
C[C@H](NC(N)=O)C(=O)OCC(=O)Nc1ccc(C(N)=O)cc1 was read as FBW7 act 0.1, GPR151 ag -0.4, MITF primary 4 and TEAD-YAP block -8.
For C[C@H](NC(=O)c1ccc(Br)cc1)C(=O)O the results were FBW7 act -0.2, GPR151 ag 0.2, MITF primary 10 and TEAD-YAP block 8.
`C=CCc1cccc2cc(C(=O)OCC(=O)c3ccc(Br)cc3)c(=O)oc12` gave FBW7 act 0.0, GPR151 ag 0.0, MITF primary 18 and TEAD-YAP block 0.

All compounds of this part (from the top)
For CCOc1ccc(C(c2nnnn2C2CCCCC2)N2CCN(C)CC2)cc1 (stereo unspecified) the results were FBW7 act -0.2, GPR151 ag -0.5, MITF primary -5 and TEAD-YAP block -1.
N#C/C(=C/c1ccc2c(c1)OCO2)c1cccc([N+](=O)[O-])c1 was read as FBW7 act 0.0, GPR151 ag 2.7, MITF primary 48 and TEAD-YAP block 2.
CC1(C)CC2C1CCC1(C)OC2(C)CCC1O (stereo unspecified) was read as FBW7 act -0.2, GPR151 ag -0.9, MITF primary -4 and TEAD-YAP block -6.
C[C@H](NC(N)=O)C(=O)OCC(=O)Nc1ccc(C(N)=O)cc1 was read as FBW7 act 0.1, GPR151 ag -0.4, MITF primary 4 and TEAD-YAP block -8.
For C[C@H](NC(=O)c1ccc(Br)cc1)C(=O)O the results were FBW7 act -0.2, GPR151 ag 0.2, MITF primary 10 and TEAD-YAP block 8.
`C=CCc1cccc2cc(C(=O)OCC(=O)c3ccc(Br)cc3)c(=O)oc12` gave FBW7 act 0.0, GPR151 ag 0.0, MITF primary 18 and TEAD-YAP block 0.
Screening Cc1cccc(NC(=O)COC(=O)c2cccnc2)c1 returned FBW7 act -0.2, GPR151 ag -0.5, MITF primary 2 and TEAD-YAP block -6.
Screening COc1ccc(-c2csc(NC(=O)c3cc4ccccc4oc3=O)c2C#N)cc1OC returned FBW7 act 0.2, GPR151 ag 1.2, MITF primary 14 and TEAD-YAP block -10.
Screening Cc1ccc(Nc2cc(-n3cccn3)ncn2)c(C)c1 returned FBW7 act 0.2, GPR151 ag -1.5, MITF primary 16 and TEAD-YAP block -47.
For O=C(NCCCN1CCOCC1)c1ccccc1[N+](=O)[O-] the results were FBW7 act -0.1, GPR151 ag -0.5, MITF primary 24 and TEAD-YAP block -4.
`c1cc(-c2nn[nH]n2)ccc1CN1CCOCC1` gave FBW7 act -0.1, GPR151 ag 2.4, MITF primary 8 and TEAD-YAP block 1.
CNc1nc(N/N=C/c2ccc(C(=O)OC)cc2)nc(Nc2cccc(C(F)(F)F)c2)n1 was read as FBW7 act 0.1, GPR151 ag 1.6, MITF primary 27 and TEAD-YAP block 9.
`CCOc1cc(C(=O)OCC(=O)C(C)(C)C)cc(OCC)c1OCC` gave FBW7 act 0.1, GPR151 ag -0.6, MITF primary -6 and TEAD-YAP block 2.
`O=[N+]([O-])c1cccc(-c2ncc3ccccn23)c1` gave FBW7 act 0.5, GPR151 ag 0.1, MITF primary -12 and TEAD-YAP block -13.
`CC(=O)Nc1ccc(C(=O)OCc2cccc([N+](=O)[O-])c2)cc1` gave FBW7 act 0.0, GPR151 ag -0.7, MITF primary -13 and TEAD-YAP block 0.
For O=c1c(CN2CCN(CCO)CC2)coc2ccc(Cl)cc12 the results were FBW7 act 0.0, GPR151 ag 0.0, MITF primary 13 and TEAD-YAP block -4.
`Cc1nonc1CN(C)C(=O)C1CC12CCN(C(=O)c1ccc(N3CCCC3)cc1)CC2` (stereo unspecified) gave FBW7 act 0.1, GPR151 ag 1.7, MITF primary 3 and TEAD-YAP block 6.
For CCc1ccc(OCC(=O)NC(=S)N2CCOCC2)c(Br)c1 the results were FBW7 act 0.0, GPR151 ag -1.1, MITF primary 12 and TEAD-YAP block -10.
Screening CCCCC(=O)NNC(=O)COc1ccc(Cl)cc1 returned FBW7 act 0.6, GPR151 ag 0.1, MITF primary 14 and TEAD-YAP block 4.
Screening CCOc1ccc2c(-c3cccc([N+](=O)[O-])c3)cc(=O)oc2c1 returned FBW7 act 0.1, GPR151 ag -1.2, MITF primary 18 and TEAD-YAP block 2.
`CCCC1CCC(c2ccc(-c3nc(-c4ccc(O)cc4)no3)cc2)CC1` (stereo unspecified) gave FBW7 act 0.0, GPR151 ag 0.5, MITF primary 7 and TEAD-YAP block 4.
Screening COc1ccc(N=Cc2c(N3CCOCC3)n(C)c3ccccc23)cc1 returned FBW7 act 0.1, GPR151 ag 0.6, MITF primary 16 and TEAD-YAP block 4.
Cc1ccc2oc(=O)c3cnn(CC(=O)N4CCN(c5ccc(Cl)cc5)CC4)c3c2c1 was read as FBW7 act 0.0, GPR151 ag -0.4, MITF primary -15 and TEAD-YAP block 1.
For CCC(COC)NC(=O)C1CCN(c2nc(C)c3ccc(S(C)(=O)=O)cc3n2)CC1 (stereo unspecified) the results were FBW7 act -0.3, GPR151 ag 0.5, MITF primary -10 and TEAD-YAP block -3.
CC1(C)Nc2ccccc2N(CCC(=O)N2CCOCC2)C1=O was read as FBW7 act 0.0, GPR151 ag -0.2, MITF primary 10 and TEAD-YAP block 12.
For Cc1cc(NC(=O)Cc2ccc([N+](=O)[O-])cc2)no1 the results were FBW7 act 0.6, GPR151 ag -1.3, MITF primary 9 and TEAD-YAP block 9.
O=C(Nc1nnc(S(=O)(=O)N2CCOCC2)s1)c1ccccc1Cl was read as FBW7 act 0.2, GPR151 ag 2.9, MITF primary 3 and TEAD-YAP block 1.
`COc1cc(/C=C2/C(=N)N3C(c4ccccc4)=CSC3=NC2=O)ccc1OCCOc1ccc(Cl)c(C)c1` gave FBW7 act 0.0, GPR151 ag -0.6, MITF primary 1 and TEAD-YAP block -9.
`Cc1ccccc1-n1c(SCC(=O)N2CCCCC2)nc(O)cc1=O` gave FBW7 act -0.2, GPR151 ag 0.4, MITF primary -15 and TEAD-YAP block 9.
For CC1(C)Cc2c(cnn2-c2ccc(Br)cc2)-c2nc3ccccc3nc21 the results were FBW7 act 0.0, GPR151 ag 0.1, MITF primary -5 and TEAD-YAP block -6.
Screening COC(=O)COc1ccc2oc(=O)c(-c3ccc(OC)cc3)c(C)c2c1 returned FBW7 act 0.0, GPR151 ag 2.0, MITF primary 0 and TEAD-YAP block -2.
CC(C)(C)c1ccc(OCc2n[nH]c(=S)n2N)cc1 was read as FBW7 act -0.1, GPR151 ag -0.5, MITF primary 15 and TEAD-YAP block -26.
O=C(Cc1ccccc1)NC1CCNCC1 was read as FBW7 act -0.4, GPR151 ag -0.9, MITF primary 2 and TEAD-YAP block -10.
Cc1cc(C)nc(N2CCC(C(=O)Nc3ccc(Br)cc3)CC2)n1 was read as FBW7 act -0.1, GPR151 ag 3.5, MITF primary 1 and TEAD-YAP block 9.
Screening CCC1CN(CCC(=O)N2CCN(c3nonc3C)CC2)Cc2cc(OC)ccc2O1 (stereo unspecified) returned FBW7 act 0.1, GPR151 ag 0.7, MITF primary 12 and TEAD-YAP block -3.
For CCOC(=O)C1=NNC2C(=O)N(c3ccccc3OCC)C(=O)C12 (stereo unspecified) the results were FBW7 act -0.1, GPR151 ag -0.9, MITF primary -2 and TEAD-YAP block -9.
Screening COc1ccc(NC(=O)c2sc3ncnc(N4CCN(c5ccccc5)CC4)c3c2C)cc1Cl returned FBW7 act 0.1, GPR151 ag 0.2, MITF primary -6 and TEAD-YAP block -7.
COc1cc(CNCCCN2CCOCC2)ccc1OCC(=O)NCc1ccccc1 was read as FBW7 act -0.1, GPR151 ag -0.4, MITF primary 3 and TEAD-YAP block -8.
Screening CCOC(=O)c1nn(-c2ccc(OC)cc2)c(=O)c2c(NC(=O)c3ccccc3)scc12 returned FBW7 act -0.1, GPR151 ag -0.3, MITF primary -6 and TEAD-YAP block -4.
Screening COc1cc(OC)cc(C(=O)N(Cc2nc3ccccc3c(=O)[nH]2)Cc2cccs2)c1 returned FBW7 act 0.1, GPR151 ag -0.1, MITF primary 22 and TEAD-YAP block 8.
Screening CCO/C=C1/C(=O)N(c2ccc(Br)cn2)C(=O)c2ccccc21 returned FBW7 act 0.0, GPR151 ag 0.4, MITF primary 10 and TEAD-YAP block 7.
Screening COc1ccc(OC)c(-n2c(=S)[nH]c3cc(C(=O)NCC4CCCO4)ccc3c2=O)c1 (stereo unspecified) returned FBW7 act 0.0, GPR151 ag 0.1, MITF primary -1 and TEAD-YAP block -10.
`Ic1ccc(Nc2nc3nonc3nc2N2CCCCC2)cc1` gave FBW7 act -0.2, GPR151 ag 0.8, MITF primary 12 and TEAD-YAP block 4.
Screening Cc1cc(O)c2c(C)c(CC(=O)NCc3ccccc3)c(=O)oc2c1 returned FBW7 act 0.1, GPR151 ag 2.2, MITF primary 8 and TEAD-YAP block 12.
`Cc1cccc(OCC(=O)N(C)c2ccccc2)c1C` gave FBW7 act 0.4, GPR151 ag 0.8, MITF primary 12 and TEAD-YAP block -16.
For CCN(c1ccccc1)S(=O)(=O)c1ccc(NC(=O)Nc2ccccc2)cc1 the results were FBW7 act 0.2, GPR151 ag -0.3, MITF primary 3 and TEAD-YAP block 18.
Screening Cc1ccccc1Oc1ccc(S(=O)(=O)N2CC(C)OC(C)C2)cc1 (stereo unspecified) returned FBW7 act -0.2, GPR151 ag 1.5, MITF primary -7 and TEAD-YAP block 8.
O=C(Nc1ccc(Cl)c(Cl)c1)N1CCOCC1 was read as FBW7 act 0.6, GPR151 ag -1.0, MITF primary 0 and TEAD-YAP block -14.
Screening CN1CCN(C(=O)c2cc(-c3ccc(F)cc3)no2)CC1 returned FBW7 act -0.1, GPR151 ag 3.1, MITF primary -8 and TEAD-YAP block -28.
NC(=O)/C(=C/c1ccc(Cl)cc1)NC(=O)c1ccco1 was read as FBW7 act -0.2, GPR151 ag -0.2, MITF primary -11 and TEAD-YAP block -1.
Screening CCNC(=S)NNC(=O)C1CCN(Cc2ccccc2)CC1 returned FBW7 act 0.0, GPR151 ag 2.4, MITF primary 0 and TEAD-YAP block -6.
For CCC(C)NC(=O)c1ccccc1NC(=O)c1ccccc1SC (stereo unspecified) the results were FBW7 act -0.1, GPR151 ag 1.5, MITF primary -8 and TEAD-YAP block -7.
Screening CC(=O)Nc1ccc(Oc2ccc([N+](=O)[O-])cc2Cl)cc1 returned FBW7 act 0.0, GPR151 ag 2.8, MITF primary 12 and TEAD-YAP block 4.
`COc1ccccc1OCC(=O)c1ccc(C)cc1` gave FBW7 act -0.2, GPR151 ag 1.6, MITF primary -8 and TEAD-YAP block -37.
`CN(C)C(=O)c1cc(CNCCCc2ccccc2)cc(NC(=O)c2ccccn2)c1` gave FBW7 act 0.1, GPR151 ag -1.7, MITF primary -7 and TEAD-YAP block -3.
Screening COC(=O)c1sc2nc3c(C)c(C)ccc3cc2c1N returned FBW7 act -0.1, GPR151 ag -0.4, MITF primary 12 and TEAD-YAP block -8.
Screening Cc1c(N2C(=O)/C(=C/c3ccc(F)cc3)SC2=S)c(=O)n(-c2ccccc2)n1C returned FBW7 act -0.1, GPR151 ag -1.0, MITF primary -19 and TEAD-YAP block 13.
Cc1cc(N2C(=O)C3CC=CCC3C2=O)ccc1N1C(=O)c2ccc(Cl)cc2C1=O (stereo unspecified) was read as FBW7 act 0.0, GPR151 ag -0.3, MITF primary 12 and TEAD-YAP block 2.
`O=C(Nc1ccc(N2CCOCC2)cc1)c1ccnc(Nc2nccc3ccccc23)c1` gave FBW7 act -0.1, GPR151 ag -0.8, MITF primary 27 and TEAD-YAP block 7.
Screening O=C(NCCCN1CCOCC1)c1ccc(Cl)cc1[N+](=O)[O-] returned FBW7 act 0.2, GPR151 ag -0.8, MITF primary 19 and TEAD-YAP block 5.
`Cc1sc2ncn(CC(=O)NCCCC(=O)N3CCCC3)c(=O)c2c1C` gave FBW7 act -0.1, GPR151 ag -0.7, MITF primary -3 and TEAD-YAP block -5.
`Cc1cccc(OCCn2c(C(C)O)nc3ccccc32)c1` (stereo unspecified) gave FBW7 act 0.0, GPR151 ag 0.2, MITF primary 16 and TEAD-YAP block -2.
CCCC(=O)NC(=S)Nc1sc(C)c(C)c1C#N was read as FBW7 act 0.0, GPR151 ag 1.6, MITF primary 24 and TEAD-YAP block -6.
For C=CCc1c(C)c2ccc(OCC(=O)c3ccccc3)cc2oc1=O the results were FBW7 act 0.3, GPR151 ag -1.5, MITF primary 35 and TEAD-YAP block 1.
For CCCS(=O)(=O)N1CCN(C(=O)COc2ccc(Cl)cc2)CC1 the results were FBW7 act 0.0, GPR151 ag -2.3, MITF primary -9 and TEAD-YAP block 3.
